Screens: PubChem BioAssay, NCI
NCI-60 one-dose screen, 48 h, at 10 µM unless noted. Numbers give growth in % (100 = growth as untreated, 0 = no growth, -100 = all killed).
HS 578T: HS 578T breast cancer; AID 1794788; 4.1% of 78,000 active
SK-MEL-2: SK-MEL-2 melanoma. 4.7% of 77,000 active. AID 1794763
UACC-257: UACC-257 melanoma | AID 1794764 | 4.4% of 78,000 active
LOX IMVI: LOX IMVI melanoma | 7.4% of 79,000 active
T-47D: T-47D breast cancer; 5% of 79,000 active; AID 1794792
BT-549: BT-549 breast cancer | 4.4% of 78,000 active
MALME-3M: MALME-3M melanoma; 5.8% of 78,000 active
UACC-62: UACC-62 melanoma. 5.4% of 81,000 active. AID 1794756
* marks the source's active call; other numbers are inactive results; . = not tested or not shown; & = joins results of further samples. Rule for the calls: active = growth percent below 10; inactive = the rest. This is a random part of the collection; about 11% have a hit in one of these screens.

SMILES | HS 578T | SK-MEL-2 | UACC-257 | LOX IMVI | T-47D | BT-549 | MALME-3M | UACC-62
O=C(O)CCN(Cl)Cl | 112 | 109 | 100 | 101 | 107 | 109 | 107 | 112
CCCCCN1C(=O)/C(=c2\sc3n(c2=O)NC2C(N=3)N(CC)C(=O)N2CC)c2cccc(C)c21 (configuration not stated) | 94 | 113 | 101 | 81 | 94 | 115 | 105 | 72
O=C1c2ccccc2CC1CN1CCCCC1 (configuration not stated) | 102 | 112 | 122 | 94 | 75 | 96 | . | 100
O=C(CCCCCCCn1cc(-c2cccnc2)nn1)Nc1ccccc1-c1ccccc1 | 66 | 88 | 66 | 57 | 28 | . | . | 61
FC(F)Oc1ccc(C(Nc2cccc(Cl)c2)c2nnnn2C2CCCCC2)cc1OCC1CC1 (configuration not stated) | 89 | 95 | 101 | 101 | 76 | 100 | 104 | 74
CCOC(=O)C1NN(c2ccc(S(N)(=O)=O)cc2)c2nc3nc(-c4ccc(OC)cc4)cc(-c4cccs4)c3c(=O)n21 (configuration not stated) | 89 | 101 | 118 | 90 | 71 | 79 | 118 | 93
O=C(Cc1nc2ncccc2[nH]c1=O)N/N=C/c1ccc([N+](=O)[O-])cc1 | 88 | 100 | 108 | 97 | 92 | 96 | 108 | 93
COc1cc(OC)c(/C=C/C(=O)c2c(OC)cc(NC(=O)CCC(=O)O)cc2OC)c(OC)c1 | 117 | 110 | 102 | 100 | 113 | 100 | 111 | 103
Cc1ncc(N)c2c1OC(C)(C)OC2 | 105 | 105 | 119 | 105 | 106 | 103 | 128 | 104
O/N=C1\c2ccccc2-c2ccc(F)cc21 | 120 | 98 | 110 | 97 | . | 97 | 114 | 94
Cn1cc(C2=C(c3coc4ccc(F)cc34)C(=O)NC2=O)c2cc(Br)ccc21 | 72 | 92 | 105 | 91 | 57 | 86 | 120 | 74
O=c1[nH]c(Nc2ccccc2)cc2ccccc12 | 92 | 100 | 98 | 105 | 76 | 94 | 114 | 93
O=C(O)c1ccc(O)cc1 | 105 | 118 | . | 98 | 98 | 104 | 91 | 105
CC(=O)Oc1c(Br)c(Br)c(Br)c(Br)c1Br | 101 | 106 | 75 | 96 | 82 | 90 | 106 | .
COc1cccc(N2CCN(C3=C(Cl)C(=O)C(C)=C(C)C3=O)CC2)c1 | 96 | 101 | 100 | 95 | 55 | 111 | 101 | 91
NNC(=O)CO | 100 | 111 | 108 | 105 | . | 104 | 102 | 92
Nc1c(S(=O)(=O)O)cc(S(=O)(=O)O)c2cccc(O)c12 | 99 | . | 115 | 101 | 116 | . | 115 | 96
CCOc1ccc2nc(C)cc(Nc3ccc(S(=O)(=O)Nc4cc(C)on4)cc3)c2c1 | 117 | 93 | 93 | 87 | 94 | 105 | 106 | 89
NS(=O)(=O)c1ccc(-n2ncc3c(NNC(=O)Nc4ccc(Cl)cc4)ncnc32)cc1 | 116 | 96 | 81 | 82 | 98 | 168 | 94 | 100
O=C1OC(=O)[C@@H](c2ccccc2)[C@@H]1c1ccccc1 | 96 | 102 | 104 | 97 | 96 | 114 | 118 | 96
CCOC(=O)CCNC(=O)CCC(=O)NS(=O)(=O)c1ccccc1 | 106 | 107 | 98 | 101 | 97 | 101 | 99 | 95
CN1CCN(Cc2ccc(NC(=O)c3cncc(C#Cc4c(N)ncc5cc(F)ccc45)c3)cc2C(F)(F)F)CC1 | 32 | -3.0* | 42 | -81* | 77 | 57 | -75* | 29
CC(=O)C1C2(O)OC(=O)CC2=C2C(=O)OC(=O)C2C1(C)O (configuration not stated) | 96 | 105 | 94 | 99 | 97 | 105 | 97 | 94
Cc1ccccc1N1C(=O)c2cc(S(N)(=O)=O)c(Cl)cc2NC1C (configuration not stated) | 111 | . | 102 | 100 | 104 | 97 | 103 | 114
N#CC1C=CN(CC(N)=O)c2ccc3cccnc3c21 (configuration not stated) | 96 | 116 | 89 | 97 | 91 | 102 | 97 | 97

Next entries:
SMILES | HS 578T | SK-MEL-2 | UACC-257 | LOX IMVI | T-47D | BT-549 | MALME-3M | UACC-62
CC1(c2ccc(N)cc2)N=C(N)Nc2nc3ccccc3n21 (configuration not stated) | 100 | 96 | 109 | 97 | 92 | . | 126 | 107
COc1ccc(C(C(=O)NCc2ccccc2)N(Cc2ccc(C)o2)C(=O)CNC(=O)OC(C)(C)C)cc1OC (configuration not stated) | 101 | 85 | 100 | 97 | 97 | 105 | 83 | 94
Nc1nc(C(=O)N/N=C/c2ccc(O)cc2)nn1-c1ccc(S(N)(=O)=O)cc1 | 104 | 98 | 100 | 96 | 95 | 102 | 96 | 103
O=C(CC(c1ccccc1)N1CCOCC1)c1ccccc1 (configuration not stated) | . | 95 | 81 | 89 | 72 | 90 | 88 | 94
COc1ccc(-n2c(=S)sc3c(Cl)nc(C)nc32)c(OC)c1 | 73 | 23 | 78 | -82* | 51 | 91 | 80 | 52
CCOC(=O)/C(F)=C/C1CC1C(CC)CC (configuration not stated) | 103 | . | 123 | 100 | 102 | 114 | 107 | 98
Cc1ccc(C(=O)Nc2cccc(-c3cn(-c4ccc(S(N)(=O)=O)cc4)nn3)c2)cc1C(F)(F)F | 74 | 108 | 102 | . | 72 | 92 | 83 | 91
CC(C)c1cccc(C(C)C)c1OCCN(C(C)C)C(C)C | 96 | 102 | 97 | 96 | 97 | 106 | 101 | 95
CCc1c(C)c2cc3nc(-c4ccc([N+](=O)[O-])cc4)oc3c(C)c2oc1=O | 106 | 94 | 74 | 96 | 89 | 101 | 101 | 100
CSc1ccc(/C(=N/N=C(N)N)c2ccccc2)cc1 | 32 | 59 | 81 | 13 | 71 | 54 | 51 | 44
Oc1ccc(CSc2nnc(-c3ccc(Cl)cc3)o2)c2cccnc12 | 1.3* | 55 | 19 | 4.2* | 18 | 28 | 37 | 5.1*
c1cnc2nc3c(cc2c1)oc1ncccc13 | 101 | 107 | 105 | 100 | 102 | 101 | 97 | 98
CCN(CC)CCn1c2ccc(OC)cc2c2sc3cc(O)ccc3c(=O)c21 | 60 | 61 | 78 | -30* | 62 | 63 | 34 | 55
N#CC1=C(N)Oc2c(sc3c(Br)cccc23)C1c1ccc(F)cc1 (configuration not stated) | 42 | 37 | 74 | 27 | 50 | 25 | 49 | 26
S=c1nc2[nH]c3ccccc3c2n[nH]1 | 80 | 5.5* | 107 | 90 | 88 | 102 | 98 | 87
CCC(CC)C(=O)OCCCCOC(=O)C(CC)CC | 116 | 118 | 92 | 101 | 102 | 101 | . | 101
c1ccc2c(c1)C[C@@H]1OC(C3(C4=N[C@@H]5c6ccccc6C[C@@H]5O4)CC3)=N[C@H]21 | 96 | 110 | 101 | . | 106 | 97 | 98 | 86
CCCCC1COc2cccc3c2N1C=C/C3=C\C(=O)N(C)c1ccccc1Br (configuration not stated) | 102 | 119 | 110 | 102 | 92 | 106 | 97 | 84
CCOC(=O)C1CCCC1=O (configuration not stated) | 98&101 | 105&112 | 102&104 | 100&103 | 88&107 | 94&133 | 96&100 | 99
Cc1ccc(S(=O)(=O)Oc2ccc(C)cc2Br)cc1 | 98 | 85 | 99 | 99 | 74 | 62 | 88 | 74
CC(C)Sc1nc(NNC(N)=S)c(C#N)c(-c2ccc(F)cc2)n1 | 101 | 103 | 101 | 99 | 83 | 104 | 117 | 91
CC[C@H](c1ccc(O)cc1)[C@@H](CC)c1ccc(C)cc1 | 100 | 95 | 119 | 86 | 65 | 120 | 116 | 84
Cc1c(C(=O)CCl)c(=O)n(-c2ccccc2)n1C | 57 | 71 | 52 | 62 | 34 | 61 | 48 | 74
CSc1nc(N)nc2c1ncn2Cc1ccccc1 | 111 | 100 | 103 | 99 | 90 | 96 | 191 | 95
O=C(N/N=C/c1ccc(Cl)o1)c1[nH]c2ccc(Br)cc2c1-c1ccccc1 | 3.2* | 12 | 17 | -58* | 30 | -26* | 2.8* | 3.4*

7 compounds from above, ordered by formula weight, rising:
SMILES | HS 578T | SK-MEL-2 | UACC-257 | LOX IMVI | T-47D | BT-549 | MALME-3M | UACC-62
c1cnc2nc3c(cc2c1)oc1ncccc13 | 101 | 107 | 105 | 100 | 102 | 101 | 97 | 98
CCOC(=O)/C(F)=C/C1CC1C(CC)CC (configuration not stated) | 103 | . | 123 | 100 | 102 | 114 | 107 | 98
Cc1c(C(=O)CCl)c(=O)n(-c2ccccc2)n1C | 57 | 71 | 52 | 62 | 34 | 61 | 48 | 74
CC[C@H](c1ccc(O)cc1)[C@@H](CC)c1ccc(C)cc1 | 100 | 95 | 119 | 86 | 65 | 120 | 116 | 84
CC(C)Sc1nc(NNC(N)=S)c(C#N)c(-c2ccc(F)cc2)n1 | 101 | 103 | 101 | 99 | 83 | 104 | 117 | 91
CCN(CC)CCn1c2ccc(OC)cc2c2sc3cc(O)ccc3c(=O)c21 | 60 | 61 | 78 | -30* | 62 | 63 | 34 | 55
N#CC1=C(N)Oc2c(sc3c(Br)cccc23)C1c1ccc(F)cc1 (configuration not stated) | 42 | 37 | 74 | 27 | 50 | 25 | 49 | 26

4 of the compounds above, with two lines to a compound.
The line under a structure holds: HS 578T | SK-MEL-2 | UACC-257 | LOX IMVI | T-47D | BT-549 | MALME-3M | UACC-62
CC[C@H](c1ccc(O)cc1)[C@@H](CC)c1ccc(C)cc1
  100 | 95 | 119 | 86 | 65 | 120 | 116 | 84
Cc1c(C(=O)CCl)c(=O)n(-c2ccccc2)n1C
  57 | 71 | 52 | 62 | 34 | 61 | 48 | 74
CSc1nc(N)nc2c1ncn2Cc1ccccc1
  111 | 100 | 103 | 99 | 90 | 96 | 191 | 95
O=C(N/N=C/c1ccc(Cl)o1)c1[nH]c2ccc(Br)cc2c1-c1ccccc1
  3.2* | 12 | 17 | -58* | 30 | -26* | 2.8* | 3.4*

Continued.
SMILES | HS 578T | SK-MEL-2 | UACC-257 | LOX IMVI | T-47D | BT-549 | MALME-3M | UACC-62
CN1CCc2c(sc3ncnc(N/N=C/c4cc(Br)c(O)c(Br)c4)c23)C1 | 93 | 131 | 114 | 92 | 100 | 115 | 109 | 103
O=c1[nH]cc(-c2ccccc2)c(=O)[nH]1 | 109 | 86 | 100 | 107 | 110 | . | 109 | 106
N#CC1=C(N)Oc2c(c(N)nn2-c2ccccc2)C1c1ccc(Cl)cc1Cl (configuration not stated) | 101 | 101 | 104 | . | 78 | 98 | 104 | 89
CC1=C(C(=O)Nc2nc(-c3ccc(Cl)cc3)cs2)[C@H](c2ccc(O)cc2)N=C(N)N1 | 106 | 103 | 104 | 91 | 76 | 89 | 101 | 87
Clc1ccc2c(NCCNc3nc(N4CCCCC4)nc4ccccc34)ccnc2c1 | 38 | -62* | -70* | -84* | -30* | 54 | -80* | -91*
COc1cc(NC(=O)Nc2cnc(Nc3ccc(N4CCOCC4)cc3)nc2Oc2ccc(C(F)(F)F)cc2)cc(OC)c1 | 99 | 108 | 101 | 96 | 98 | 111 | 118 | 105
Nc1[nH]nc(Nc2ccccc2)c1-c1nc2ccccc2s1 | 47 | 27 | 51 | -79* | 2.9* | 38 | 83 | 27
O=S(=O)(c1ccccc1)C1CCCCC1 | . | 100 | 85 | 96 | 101 | 100 | 107 | 104
c1cnc2ncncc2n1 | . | 95 | 100 | 88 | 90 | 100 | 104 | 105
CS(=O)(=O)Nc1cccc(C(=O)NCc2ccc(N3CCOCC3)cc2)c1 | 104 | 97 | . | 100 | 95 | 96 | 111 | 113
O=C(/C=C/C12c3ccccc3C(c3ccccc31)C1C(=O)NC(=O)C12)c1ccccc1 (configuration not stated) | 14 | 31 | 47 | 2.8* | 52 | 24 | 47 | 36
CCOC(=O)C1=C(C(=O)OCC)N(c2ccccc2Br)C(N)=C(C#N)C1c1cc(=O)[nH]c2ccccc12 (configuration not stated) | 97 | 111 | 115 | 93 | 98 | 105 | 104 | 84
Clc1ccc2oc3c(NCCCn4ccnc4)c4ccccc4nc3c2c1 | 62 | 110 | 78 | -72* | 89 | 77 | 57 | 45
